Screening results (PubChem BioAssay)
IL-2 act: qHTS of IL-2 Activators; IL-2 activation reporter assay, cell-based qHTS; stimulated with anti-CD3/CD4/CD28 beads; in transgenic mouse T cells; activation, % (series mostly up to about 46 µM); actives 0.065% (n = 360,000); AID 652025, 2013; in the data active = activation above about 50%; inconclusive = mostly about 30% to 49%; also: 0% is about no effect
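Unstimulated transgenic mouse T cells preincubated 60 min with compound, then stimulated with anti-CD3/anti-CD4-coated beads plus anti-CD28 for 18 h at 37 degrees C. IL-2 response read as EGFP and DsRed fluorescence by plate cytometry.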
EPAC1 antag: qHTS for Antagonist of cAMP-regulated guanine nucleotide exchange factor 3 (EPAC1): primary screen | Rap guanine nucleotide exchange factor 3 (Homo sapiens), O95398 | EPAC1 GEF assay, Rap1b-BODIPY-GDP exchange fluorescence | Potency, µM (titrated, usually from 115 µM), for inactives: at the highest dose activity change, negative = inhibition, hits mostly inhibitors | actives 0.14% (n = 360,000) | AID 720709, 2013;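 also: potency is read from the fitted curve at half-maximal effect; plate controls were vehicle for no effect and positive control for full effect; nearly all actives have a fitted effect of over 50% in size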
PI5P4Ka inh: qHTS for Inhibitors of phosphatidylinositol 5-phosphate 4-kinase (PI5P4K) | PI5P4Kalpha enzyme, ADP-Glo luminescence, 60 min; active compounds read low | max response, % | actives 1.2% (n = 330,000) | AID 652105, 2013; active = max response of -50% or lower; inconclusive = between -30% and -50%; inactive = -30% or higher; also: value at the top dose of about 77 µM; % is scaled to controls: 0 for no effect and ±100 for the full control effect
Target sequence (P48426 whole entry, looked up): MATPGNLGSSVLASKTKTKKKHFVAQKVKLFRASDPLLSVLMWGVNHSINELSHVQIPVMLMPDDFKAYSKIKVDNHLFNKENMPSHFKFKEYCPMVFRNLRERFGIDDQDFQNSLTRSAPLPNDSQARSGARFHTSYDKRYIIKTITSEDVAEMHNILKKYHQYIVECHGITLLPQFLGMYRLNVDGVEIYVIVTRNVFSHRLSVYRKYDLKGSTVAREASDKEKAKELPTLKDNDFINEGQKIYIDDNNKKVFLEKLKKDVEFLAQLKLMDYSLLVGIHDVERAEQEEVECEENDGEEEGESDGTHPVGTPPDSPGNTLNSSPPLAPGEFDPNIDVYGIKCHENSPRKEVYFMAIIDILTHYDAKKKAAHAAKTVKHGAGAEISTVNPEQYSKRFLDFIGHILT
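Single end-point luminescence (ADP-Glo) quantified ADP from PI5P4Kalpha turnover; ATP 5 microM final, 1 h at RT, 0.1% CHAPS and 0.28 mM EGTA in HEPES pH 7.4.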
HEK293 tox: qHTS of GLP-1 Receptor Inverse Agonists: Cytotox Screen | Potency, µM (top dose mostly 38.3 µM), without a hit: top-dose activity change, negative = inhibition, usual class: inhibitors | actives 0.13% (n = 410,000) | HEK293 cAMP-luciferase reporter cells, luminescence, 24 h;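 also: loss of luciferase light is scored as toxicity; potency is read from the fitted curve at half-maximal effect; % is scaled to controls: 0 for no effect and ±100 for the full control effect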
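Cells in DMEM/10% Nu serum/1% pen-strep, 1536-well format. Pre-incubated 12 h, dosed with 23 nL compound, incubated a further 24 h. Luciferase detection, 12 min at room temp, luminescence.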
PLK1 PBD block: qHTS for Inhibitors of PLK1-PDB (polo-like kinase 1 - polo-box domain): Primary Screen; actives 2.8% (n = 360,000); Serine/threonine-protein kinase PLK1 (Homo sapiens), P53350; Plk1 PBD binding of FITC phosphopeptide, fluorescence polarization; Potency, µM, without a hit: max response, negative = inhibition, most hits filed as inhibitors; also: potency is read from the fitted curve at half-maximal effect; series mostly up to about 57 µM; % is scaled to controls: 0 for no effect and ±100 for the full control effect; nearly all actives have a fitted effect of over 65% in size
Target sequence (P53350 whole entry, looked up, the tested form may be a part): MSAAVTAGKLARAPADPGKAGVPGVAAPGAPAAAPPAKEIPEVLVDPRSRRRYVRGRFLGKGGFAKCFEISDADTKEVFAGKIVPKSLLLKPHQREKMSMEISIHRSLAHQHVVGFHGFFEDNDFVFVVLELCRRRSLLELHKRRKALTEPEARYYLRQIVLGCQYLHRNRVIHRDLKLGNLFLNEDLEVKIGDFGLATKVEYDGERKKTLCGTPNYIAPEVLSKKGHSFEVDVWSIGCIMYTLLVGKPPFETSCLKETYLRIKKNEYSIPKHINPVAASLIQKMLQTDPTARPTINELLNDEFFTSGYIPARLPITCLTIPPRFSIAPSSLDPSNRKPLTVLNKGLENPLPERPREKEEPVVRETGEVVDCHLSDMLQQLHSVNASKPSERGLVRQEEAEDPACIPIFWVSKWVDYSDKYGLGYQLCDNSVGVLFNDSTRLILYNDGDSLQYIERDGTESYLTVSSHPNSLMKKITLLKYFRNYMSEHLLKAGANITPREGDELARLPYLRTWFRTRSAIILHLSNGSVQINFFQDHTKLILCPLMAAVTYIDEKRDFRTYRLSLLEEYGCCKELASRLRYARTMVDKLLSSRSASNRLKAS
GLP-1R agonist: qHTS of GLP-1 Receptor Agonists | Glucagon-like peptide 1 receptor (Homo sapiens), P43220 | HEK293 GLP-1R CRE-luciferase, luminescence, 4-6 h; cells express a hypersensitive GLP-1R form | Potency, µM (highest dose often 45.6 µM), inactives show at the highest dose activation, actives largely listed as activators | actives 0.007% (n = 380,000); also: potency is read from the fitted curve at half-maximal effect; % of control where 0% means no effect
PTHR1 ag: qHTS for PTHR1 Agonists: Primary Screen | HEK293 GP2 PTHR1 cells, GloSensor cAMP luminescence, 1 h | Potency, µM (titrated, usually from 115 µM), for inactives: top-dose activation, actives largely listed as activators | actives 0.075% (n = 410,000); also: potency is read from the fitted curve at half-maximal effect; nearly all actives have a fitted effect of over 55% in size; some results filed as inactive show a strong effect at the top dose; inactives centre near -15; many of its hits are not listed in these tables
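HEK-293-derived GP2 cells expressing PTHR1 and a GloSensor cAMP reporter, 3,000/well, plated overnight, given luciferin plus IBMX (each 0.5 mM as added) for 1 h at 37 °C, then compound for 1 h at 37 °C. Luminescence was read after 15 min at room temperature.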
EPAC1 agonist: qHTS for Agonist of cAMP-regulated guanine nucleotide exchange factor 3 (EPAC1): primary screen | actives 0.073% (n = 360,000) | AID 720707, 2013 | Rap guanine nucleotide exchange factor 3 (Homo sapiens), O95398 | Potency, µM (highest dose often 154 µM), without a hit: at the highest dose activation, actives largely listed as activators | EPAC1 agonist qHTS, biochemical assay; response scale: 100% = response to 6.5 mM cAMP; also: potency is read from the fitted curve at half-maximal effect; nearly all actives have a fitted effect of over 60% in size
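Fluorescent GDP-exchange assay: 100 nM EPAC1 with 250 nM Rap1B preloaded with BODIPY-GDP and 50 uM GDP; compounds tested as concentration series, 5 min at room temperature, then read every 5 min for 30 min (ex 480/em 540 nm); normalized to 6.5 mM cAMP.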
GLP-1R inv ag: qHTS of GLP-1 Receptor Inverse Agonists (Inhibition Mode); HEK293 GLP-1R CRE-luciferase, luminescence, 24 h; GLP-1R form is constitutively active; Glucagon-like peptide 1 receptor (Homo sapiens), P43220; actives 1.6% (n = 410,000); Potency, µM (top dose mostly 38.3 µM), inactives show top-dose activity change, negative = inhibition, actives largely listed as inhibitors; also: potency is read from the fitted curve at half-maximal effect; % is scaled to controls: 0 for no effect and ±100 for the full control effect; nearly all actives have a fitted effect of over 55% in size
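Assay principle: reduced luminescence from a cAMP-responsive reporter in HEK293 cells co-expressing a constitutively active GLP-1R. Conditions: 24 hr compound incubation, 37 deg C, 5% CO2.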
An asterisk follows results filed as active; i = inactive; ? = inconclusive; · = no result given; & = joins results of further samples; [ ] = dose if it differs, or a comment. Unless noted, calls follow the shape of the dose curve; as a rule, active = well fitted curve in the direction sought with a large enough effect; inconclusive = small, poorly fitted or top-dose-only effect, or another doubt; inactive = no such curve, though single readings can be large; an effect the other way counts as inactive or inconclusive. A portion of the library, so the mix of outcomes need not match the whole.

entry	Compound	GLP-1R agonist	HEK293 tox	IL-2 act	PLK1 PBD block	GLP-1R inv ag	EPAC1 agonist	EPAC1 antag	PI5P4Ka inh	PTHR1 ag
1	COc1ccc(NC(=O)CN(C)C(=O)c2cccc3ccccc23)cc1	-3%	-1%	-2.0	7%	-16%	-4%	11%	-2	-87%[inhibitor]
2	Cc1ccc(S(=O)(=O)Nc2nc(C)c(C(=O)N/N=C/c3ccccc3)s2)cc1	1%	5%	1.8	-22%	65%[activator]	-12%	-14%	-17	-7%
3	CCSc1nnc(N(CCC#N)CCC#N)s1	6%	-17%	-2.5	-3%	8%	-2%	14%	5	i
4	Cc1ccc(NC(=O)C2=NNC(=O)CC2)cc1F	9%	7%	0.4	-10%	7%	9%	-26%	-5	i
5	Cc1ccc(O)c(Nc2ncnc3ccccc23)c1	-5%	-1%	0.6	-2%	-8%	6%	-11%	7	-20%
6	CCN1CCN(Cc2ccc(NC(=O)c3ccc(C)c(NC(=O)c4ccnnc4)c3)cc2C(F)(F)F)CC1	6%	37%[activator]	-3.6	-5%	3%	1%	0%	0	i
7	O=c1[nH]c(N2CCN(c3ccccc3)CC2)nc2c1CCCC2	-3%	2%	-0.1	-2%	7%	-3%	14%	-6	i
8	O=c1c2[nH]cnc2n(-c2cccc(F)c2)c(=O)n1Cc1ccccc1	-2%	-3%	-3.3	4%	88%[activator]	-6%	-9%	2	9%
9	O=C1NC(=S)NC1=Cc1ccccc1O	1%	-12%	3.3	3%	16%	-6%	7%	-15	-2%
10	Nc1ccn(CC(=O)NCc2ccccc2)c(=O)n1	-2%	8%	0.2	-10%	16%	8%	-13%	4	-19%
11	CCOc1ccccc1N(CC(=O)NC1CCCCC1)S(C)(=O)=O	0%	-13%	-1.5	-3%	-9%	0%	2%	·	-16%
12	CC1CC(C)CN(C(=O)C2CCCN(S(=O)(=O)c3cnc[nH]3)C2)C1 (configuration not stated)	23%	-1%	2.6	-7%	12%	2%	13%	1	i
13	COc1ccc(C2CCCCCN2C(=O)C2CCN(S(=O)(=O)c3ccc(C)cc3)CC2)cc1 (configuration not stated)	-3%	-4%	-2.0	-15%	-15%	6%	-6%	8	i
14	O=C(NCC1CCCO1)c1ccc([N+](=O)[O-])s1 (configuration not stated)	6%	-2%	-1.0	-14%	12%	8%	-4%	1	i
15	Cn1ncc(Cl)c1C(=O)N1CCN(c2ccc(F)cc2)CC1	-22%	-1%	-0.7	1%	5%	1%	-1%	0	-11%
16	Cc1ccc(-n2nc(C)c3c(C)c(CCC(=O)Nc4ccc(CN5CCCC5)cc4)c(C)nc32)cc1	23%	?	-0.8	-20%	?	9%	?	0	-23%
17	Cc1ccc(C)c(S(=O)(=O)N2CCN(C(=O)Nc3ccccc3)CC2)c1	6%	-6%	-1.0	-3%	?	12%	-8%	-4	-2%
18	O=S(=O)(NCc1cccs1)NCc1ccccc1F	11%	-5%	-1.2	-5%	8%	-6%	1%	2	i
19	COc1ccc(NC(=S)NC(=O)C2CCC2)cc1	1%	?	-5.3	-9%	?	-1%	-2%	-2	-33%[inhibitor]
20	O=C(COc1ccccc1[N+](=O)[O-])N/N=C/c1ccncc1	5%	-2%	0.1	-7%	10%	16%	5%	-5	-2%
21	CCn1cc(C(=O)O)c(=O)c2cnc(N3CCN(C(=S)NC(=O)c4ccccc4Cl)CC3)nc21	4%	-3%	-0.7	2%	-6%	-9%	8%	1	-21%
22	Cc1ccc(S(=O)(=O)n2nc(-c3ccccc3)nc2NCc2ccccc2Cl)cc1	0%	4%	·	·	-3%	·	·	·	-13%
23	CC(C)C1Oc2ccccc2N(CC(=O)N2CCOCC2)C1=O (configuration not stated)	5%	8%	-0.9	-3%	-7%	-6%	-14%	2	i
24	CCOC(=O)C(=CNNc1ccccc1)C(=O)OCC	1%	10%	-0.5	?	?	-2%	?	0	-20%

A few values from the entries so far.
Result for entry 7 in HEK293 tox: 2%
Result for entry 3 in IL-2 act: -2.5

A different layout for two compounds above:
(16) Cc1ccc(-n2nc(C)c3c(C)c(CCC(=O)Nc4ccc(CN5CCCC5)cc4)c(C)nc32)cc1
(17) Cc1ccc(C)c(S(=O)(=O)N2CCN(C(=O)Nc3ccccc3)CC2)c1
entry no.	16	17
GLP-1R agonist	23%	6%
HEK293 tox	?	-6%
IL-2 act	-0.8	-1.0
PLK1 PBD block	-20%	-3%
GLP-1R inv ag	?	?
EPAC1 agonist	9%	12%
EPAC1 antag	?	-8%
PI5P4Ka inh	0	-4
PTHR1 ag	-23%	-2%

More compounds follow:
entry	Compound	GLP-1R agonist	HEK293 tox	IL-2 act	PLK1 PBD block	GLP-1R inv ag	EPAC1 agonist	EPAC1 antag	PI5P4Ka inh	PTHR1 ag
25	CCOc1ccc(C2NC(=O)NC(C)=C2C(=O)OC)cc1C (configuration not stated)	2%	-31%	0.3	-3%	-2%	10%	1%	5	i
26	O=C1C(Cc2ccccc2)Nc2ncnc(N3CCOCC3)c2N1Cc1ccc(Br)cc1 (configuration not stated)	0%&2%	4%&-1%	0.3&-0.4	-13%&-3%	-24%&-17%	-11%&7%	-5%&-4%	-7&0	-4%
27	CN1CCN(c2ncnc3c2ncn3[C@H]2CN(Cc3ccc(Cl)cc3)C[C@@H](CO)O2)CC1	-6%	6%	0.8	-7%	16%	2%	-2%	-1	i
28	CCOC(=O)CNC(=O)CSc1nc2cccnc2n1Cc1ccccc1	2%	7%	1.4	-9%	3%	9%	7%	2	-1%[57.5 µM]
29	Cc1ccc(/C=C/C(=O)N2CCCC(C)C2)cc1 (configuration not stated)	-20%	-6%	0.2	-4%	?	-2%	-1%	-4	-69%[inhibitor]
30	COc1ccc(-c2ccc(=O)n(CC(=O)NCC3COCCO3)n2)cc1 (configuration not stated)	8%	-10%	-1.2	2%	18%	7%	5%	-1	-18%
31	CCOc1cccc(=O)c2c(C)n(C)c(C)c12	18%	3%	-1.8	-15%	29%	1%	-8%	·	-1%
32	CCCCN(C)CCC(=O)Nc1ccc(OC)cc1OC	0%	5%	0.9	-7%	8%	2%	-27%	4	i
33	CC1(C)Cc2ccccc2-c2c1c(=O)n(Cc1ccccc1)c1nnnn21	1%	-21%	-3.1	-6%	?	-4%	12%	8	-6%[57.5 µM]
34	Cc1c(C(=O)N2CCOCC2)[nH]c2c1C(=O)CC(c1ccc(Cl)cc1)C2 (configuration not stated)	-6%	-10%	-0.2	-8%	?	5%	1%	-8	-23%
35	Cc1cc(C)c(C#N)c(SCC(=O)N2CCCCC2)n1	1%	-6%	0.8	?	5%	-3%	-6%	-7	-9%
36	COc1cc(NC(=O)c2cncc(-c3ccc(C#N)cc3)c2)cc(C(=O)Nc2cccc(C(F)(F)F)c2)c1	7%&4%	4%&-2%	-1.6&-0.4	-7%&-1%	-18%&1%	-10%&-16%	12%&6%	1&-14	-22%&14%
37	Cc1cccc(-n2nnc(C(=O)NCc3ccc4c(c3)OCO4)c2N)c1	4%	-16%	-0.5	-3%	?	7%	-3%	-3	-18%
38	CCOC(=O)C1CCN(C(=O)c2cc3c(=O)n4ccccc4nc3n2C)CC1	20%	6%	0.1	-11%	43%[activator]	0%	-5%	5	i
39	O=C(Cn1c(=O)n(CC2CCC(C(=O)NCCc3ccccc3)CC2)c(=O)c2ccccc21)Nc1cccc(F)c1 (configuration not stated)	1%	0%	·	·	-6%	·	·	·	17%
40	CCOC(=O)C1C(=O)C=C(c2ccc(OC)cc2)CC1c1ccco1 (configuration not stated)	16%	9%	-4.3	-7%	-21%	9%	-8%	-8	-20%
41	Cc1cccc(C2c3[nH]c4ccccc4c3CCN2C(=O)c2cc(C(C)C)nc(N)n2)n1 (configuration not stated)	2%	-13%	-0.4	-6%	?	9%	2%	0	i
42	c1ccc(Oc2cccc3cccnc23)nc1	0%	10%	-3.9	4%	7%	-2%	-14%	-3	i
43	COc1ccc(/C=N/NC(=O)c2c(C)nnn2-c2nonc2N)cc1OC	6%	7%	2.8	-4%	-2%	6%	1%	-6	-22%
44	COC(=O)C1C(c2ccc(N(C)C)cc2)C(C(=O)OC)S(=O)(=O)CS1(=O)=O (configuration not stated)	0%	0%	-0.4	-11%	29%	7%	-1%	0	-2%
45	CC1CCc2c(sc(NC(=O)COC(=O)c3ccc(O)cc3)c2C#N)C1 (configuration not stated)	11%	-4%	-1.1	?	?	4%	-24%	?	i
46	COc1ccc(-c2cc(C(F)(F)F)nc(-n3cc(Br)cn3)n2)cc1	0%	7%	2.2	-1%	?	-7%	7%	7	i
47	COc1ccc(/C=N/n2cnc3c([nH]c4ccc(Br)cc43)c2=O)cc1CN1CCOCC1	-6%	-5%	0.4	-2%	9%	-2%	-6%	-8	i
48	O=C(O)CN1C(=O)/C(=C/c2ccccc2Br)Oc2ccccc21	-1%	27%	4.2	-9%	-10%	2%	-24%	7	i
